TbREL1 inh: TbREL1 inhibition, primary screen | P86926 | TbREL1 RNA ligation, FRET fluorescence | inhibition, % at 9.66 µM | hit rate 0.49% among 89,000 | AID 1117264;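 active = inhibition above the mean inhibition across all screened compounds plus 3 SD, cut at about 11% in these data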;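 also: 0% = plate median of test wells and 100% = NSC42067 control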
Target sequence (P86926 whole entry, looked up): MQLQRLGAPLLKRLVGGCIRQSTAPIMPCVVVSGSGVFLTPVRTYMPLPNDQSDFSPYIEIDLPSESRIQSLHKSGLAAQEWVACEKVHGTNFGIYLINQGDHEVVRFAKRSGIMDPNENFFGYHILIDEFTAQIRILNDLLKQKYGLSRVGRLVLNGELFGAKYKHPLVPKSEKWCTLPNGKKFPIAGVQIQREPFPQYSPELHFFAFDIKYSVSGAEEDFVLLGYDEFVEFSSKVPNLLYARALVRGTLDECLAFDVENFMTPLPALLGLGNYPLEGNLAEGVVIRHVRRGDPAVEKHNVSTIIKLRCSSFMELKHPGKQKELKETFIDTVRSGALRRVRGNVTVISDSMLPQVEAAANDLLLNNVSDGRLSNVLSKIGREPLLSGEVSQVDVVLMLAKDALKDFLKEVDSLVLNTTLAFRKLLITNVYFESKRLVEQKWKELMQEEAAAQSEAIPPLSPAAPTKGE
* hit, by the source's call.

Sample of the layout (6 entries):
SMILES	TbREL1 inh
c1ccc(Cn2c(CNc3nc4ccccc4n3CCN3CCCCC3)nc3ccccc32)cc1	-3.4
CN(C1CCCCC1)C(CNS(=O)(=O)c1ccc(Cl)cc1)c1ccccc1 (stereo not given)	0.1
CCCCN(C(=O)c1ccccc1F)c1c(N)n(CCC)c(=O)[nH]c1=O	2.6
Cc1ccc(NC(=O)C2CCCN(S(=O)(=O)c3cnc[nH]3)C2)c(Br)c1 (stereo not given)	3.2
O=C(NCc1cccnc1)C1CCCCN1S(=O)(=O)c1ccc(F)cc1 (stereo not given)	3.0
O=C(NCCC1=CCCCC1)c1ccc(=O)oc1	0.6

This part in full, repeating the preview:
SMILES	TbREL1 inh
c1ccc(Cn2c(CNc3nc4ccccc4n3CCN3CCCCC3)nc3ccccc32)cc1	-3.4
CN(C1CCCCC1)C(CNS(=O)(=O)c1ccc(Cl)cc1)c1ccccc1 (stereo not given)	0.1
CCCCN(C(=O)c1ccccc1F)c1c(N)n(CCC)c(=O)[nH]c1=O	2.6
Cc1ccc(NC(=O)C2CCCN(S(=O)(=O)c3cnc[nH]3)C2)c(Br)c1 (stereo not given)	3.2
O=C(NCc1cccnc1)C1CCCCN1S(=O)(=O)c1ccc(F)cc1 (stereo not given)	3.0
O=C(NCCC1=CCCCC1)c1ccc(=O)oc1	0.6
Cc1ccc(NS(=O)(=O)c2coc(C(N)=O)c2)cc1F	2.2
OCCCNc1cc(-c2ccnc(Nc3cccc(Cl)c3)n2)ccn1	1.9
COc1cc(C(CC(=O)N2CCN(c3ccccc3)CC2)c2c(OC)cc(OC)c3ccc(=O)oc23)cc(OC)c1OC (stereo not given)	-1.8
O=C(CN(C(=O)Cn1nnc(-c2ccccc2F)n1)c1cccc2c1CCCC2)NCc1ccccc1	1.1
COCCCNC(=O)CN(c1cc([N+](=O)[O-])ccc1OC)S(C)(=O)=O	2.9
CCCCn1nnnc1C(c1ccccc1)N1CCN(c2c(Cl)cncc2Cl)CC1 (stereo not given)	-2.4
Cc1cc(C)c(S(=O)(=O)N2CCN(c3ccccn3)CC2)c(C)c1	-1.5
Cc1ccc2c(c1)C(c1ccccc1)N(C(=O)c1ccc(Br)cc1)CC(=O)N2 (stereo not given)	-1.4
CC1(C)CC(=O)C=C(Nc2ccccc2NC(=O)c2cc(Cl)ccc2F)C1	4.9
CCOC(=O)c1sc(=NC(=O)/C=C/c2ccccc2)n(C)c1C	-1.7
Cc1cccc(C)c1N(CC(=O)NCc1ccc(F)cc1)C(=O)c1csnn1	-0.9
Cn1c(=O)oc2cc(S(=O)(=O)NC3CCCCCCC3)ccc21	-0.7
O=C(C1=C(O)C(=O)N(Cc2ccco2)C1c1ccccc1)c1cccs1 (stereo not given)	-1.3
CC(C)(C)n1nnnc1C(c1ccnc2ccccc12)N1CCN(C/C=C/c2ccccc2)CC1 (stereo not given)	-1.3
COC(=O)C(NNc1ccccc1)(NC(=O)c1ccc(F)cc1)C(F)(F)F (stereo not given)	-0.9
Cc1ccccc1NC(=O)CC1SCCNC1=O (stereo not given)	3.4
CCCNC(=O)C(Cc1ccc(F)cc1)NC(=O)c1ccccc1 (stereo not given)	-0.9
O=C(NCCc1c[nH]c2ccccc12)OCc1cn(-c2cccc(Cl)c2)nn1	-5.3
NC(=O)c1ccc(NCCc2cccs2)cc1	0.9
SMILES	TbREL1 inh
CC(/C=C/c1cccs1)=C\C(=O)O	-0.5
CC1(C)CC(=O)c2cnn(-c3nc4ccccc4[nH]3)c2C1	2.7
C=CCC1(CC=C)CCCN1C(=O)CC1C(=O)NCCN1Cc1cccc(OC)c1 (stereo not given)	-0.5
COc1ccc(NC(=O)c2oc3ccc(S(=O)(=O)N4CCC5(CC4)OCCO5)cc3c2C)cc1	-1.1
CC(C)c1nc(N2CCOCC2)c(C#N)c2c1CCC2	5.7
CCOC(=O)[C@H]1[C@H]2COc3ccccc3[C@@H]2N2C(=O)[C@@H](CO)NC(=O)[C@@]12C	2.6
CCCCC(CCC(=O)Nc1ccn(-c2ccccc2)n1)C(=O)O (stereo not given)	-3.5
O=C1CCN(Cc2ccc([N+](=O)[O-])cc2)CCN1[C@H](CO)c1ccccc1	-3.0
CCN(C(=O)Nc1cccc2ccccc12)c1ccccc1	-1.3
COc1ccc(N2C(=O)c3ccccc3NC2c2ccc(OC)c(Cn3nnc4ccccc43)c2)cc1 (stereo not given)	-2.2
O=C1CC(N2CCN(Cc3ccc4c(c3)OCO4)CC2)C(=O)N1c1cccc(Cl)c1 (stereo not given)	-1.1
O=[N+]([O-])c1cccc(C(=S)N2CCN(c3ccccc3F)CC2)c1	-0.3
Cc1ccc(NC(=O)/C(=C\c2cccc([N+](=O)[O-])c2)NC(=O)c2cccs2)cc1	-0.1
CCOc1ccccc1-n1c(COc2ccccc2)nnc1SCC(N)=O	-1.8
CCOC1CCCc2oc(-c3ccc(N(C)C)cc3)c(C(=O)OC)c21 (stereo not given)	-4.4
CN(C)S(=O)(=O)c1ccc(S(=O)(=O)N(CC(=O)Nc2ccccc2)CC2CCCO2)cc1 (stereo not given)	-1.0
O=C(Nc1ccc(C(=O)O)cc1)/C(=C\C=C\c1ccccc1)NC(=O)c1cccc(Br)c1	6.4
Cn1c(=O)c2c(ncn2CCCc2ccccc2)n(C)c1=O	4.1
COCCNC(=S)NNc1ccc(Cl)c(C(=O)O)c1	3.2
COc1ccc(OC)c(-c2nnc3n2N=C(c2ccc(OC)c(OC4CCOC4)c2)CS3)c1 (stereo not given)	-1.2
CC1C(=O)N2CCCc3cc(S(=O)(=O)N4CCN(c5cccc(Cl)c5)CC4)cc1c32 (stereo not given)	1.5
CC(C)(C)CCN1C[C@@H]2C(CNC(=O)c3cc(Cl)cc(Cl)c3)[C@@H]2C1 (stereo not given in full)	0.4
CCc1ccc(NC(=O)N2CCC(c3ccccc3)C2)cc1 (stereo not given)	-1.8
CC1CN(c2nnc(-c3ccccc3)c3ccccc23)CC(C)O1 (stereo not given)	-5.8
Cc1ccc(N(C)C(=O)C2CCCN2S(=O)(=O)c2cccc3nsnc23)cc1 (stereo not given)	7.4

The final 2 records of the part before open the next one.
SMILES	TbREL1 inh
CC1CN(c2nnc(-c3ccccc3)c3ccccc23)CC(C)O1 (stereo not given)	-5.8
Cc1ccc(N(C)C(=O)C2CCCN2S(=O)(=O)c2cccc3nsnc23)cc1 (stereo not given)	7.4
CCN(c1ccccc1)S(=O)(=O)c1ccc(C(=O)NCc2ccccn2)cc1	-0.9
COc1cc(/C=C/C(=O)c2ccccc2)cc(OC)c1OC	-3.9
CCOC(=O)CCn1nc(-c2ccccc2)cc1N	-1.7
CCCC[C@@H]1C(=O)N2N=Cc3cc4ccccc4cc3[C@H]2N2N=Cc3cc4ccccc4cc3[C@@H]12	3.2
CCOC(=O)c1cnc(-c2cccc(OC)c2)[nH]c1=O	1.3
C=CCNC(=S)NNC(=O)c1ccc2c(c1)OCO2	-1.4
O=C(O)CCCCCCCCc1cn(CCc2c[nH]c3ccccc23)nn1	3.8
CC(C)(C)Cc1nnc(NC(=O)c2cc(-c3ccccc3)nc3ccccc23)s1	3.7
Cc1cccc(NC(=S)NC(C)C(c2cccs2)N2CCN(C)CC2)c1C (stereo not given)	-1.1
COc1ccc(-n2c(SCc3cccc4ccccc34)nnc2-c2ccccc2)cc1	3.5
O=C(Cc1cccs1)N1CCC(c2nc3c(nnn3Cc3ccc(F)cc3)c(=O)[nH]2)CC1	-1.9
COc1cc(N)n(S(=O)(=O)c2ccc(C)cc2)n1	6.2
O=C(CN1CCN(c2cccc(C(F)(F)F)c2)CC1)N(C1CC1)C1CCS(=O)(=O)C1 (stereo not given)	0.6
CCOC(=O)Nc1cccc(NC(=O)c2cc(OC)cc(OC)c2)c1	4.7
CC1CCC(NC(=O)CN(C)S(=O)(=O)c2cccc3cccnc23)CC1 (stereo not given)	-2.0
OC(COCc1ccccc1)CN1CCCC1 (stereo not given)	0.1
CCC(C)c1ccc(OCc2ccc(C(=O)OC)o2)cc1 (stereo not given)	2.0
Cc1ccc(C(=O)NC(C)c2ccc(-n3ccnc3)cc2)o1 (stereo not given)	3.9
CCOC(=O)C1CCN(C2CCN(C(=O)c3oc4c(F)cccc4c3C)CC2)CC1	-3.8
O=C(COc1ccccc1)Nc1nonc1NC(=O)COc1ccccc1	3.2
O=C(Nc1ccc(Br)cc1Br)C1CC(=O)N(Cc2ccccc2)C1 (stereo not given)	-2.0
O=C(COC(=O)C1CC1)NCc1ccc(Cl)cc1Cl	2.8
CN1C(=O)[C@H]2[C@@H](C3CC3)N3C(=O)CN(Cc4ccccn4)C(=O)[C@@]3(Cc3ccccc3)[C@H]2C1=O	-0.5
COC(=O)C1=C[C@@H](C(=O)OC)[C@@H]2C3=C(C(=O)[C@]2(CC(C)C)NC(=O)c2ccccc2)[C@H](C)n2c(=O)n(-c4ccccc4)c(=O)n2[C@@H]3C1	0.8
O=C(O)c1ccccc1-c1noc(-c2ccccc2F)n1	13.5*
SMILES	TbREL1 inh
Cc1ccc(-c2nnc(N3CCN(C(=O)CN4C(=O)c5ccccc5C4=O)CC3)c3ccccc23)cc1	0.9
CC(=O)N1CCCN(C2=Nc3ccccc3Sc3ccccc32)CC1	-1.3
Cc1c(NC(=O)CSC2=C(C#N)C(c3ccccc3F)CC(=O)N2)c(=O)n(-c2ccccc2)n1C (stereo not given)	0.5
COCCCNC(=S)N1CCN(S(=O)(=O)c2ccc(OC)cc2)CC1	1.3
COC(=O)C1(S(=O)(=O)C2(C(=O)OC)CCCC2)CCCC1	-0.4
CC[C@@H](C)C(NC(=O)OC(C)(C)C)c1cn([C@@H](Cc2cc3ccccc3[nH]2)C(=O)N2CCN(C(=O)OC(C)(C)C)CC2)nn1 (stereo not given in full)	-3.3
COc1ccc2occ(C(=O)c3ccccc3)c2c1	0.2
CC(=O)NCCNC(=O)c1oc2ccccc2c1CSc1ncn[nH]1	-0.5
COc1cc(CC(=O)NCCc2ccc(OCc3ccccc3)cc2)c([N+](=O)[O-])cc1OC	-3.2
Cc1ccc(C(=O)C[n+]2ccc(-c3nnc4n3CCC4)cc2)cc1	0.8
CCC(C)N(C(=O)CNc1nnnn1-c1ccccc1)C(C)CC (stereo not given)	0.2
CCCN(CCC)C(=O)CC(c1ccccc1)C1CCOC(C)(C)C1 (stereo not given)	1.0
Cc1ccc(NC(=O)c2cc(=O)n(Cc3ccccc3)c(=O)[nH]2)cc1C	3.6
COC(=O)c1[nH]c2ccc(C)cc2c1NS(=O)(=O)c1ccc(F)cc1	1.9
COc1ccc(OC)c(C2=Nn3c(nnc3-c3cccc(OC(C)C)c3)SC2)c1	0.3
Cn1c(=O)c2c(nc(Oc3ccc4ccccc4c3)n2C)n(C)c1=O	5.1
Cc1ccc(C2(CCNCc3ccc(N(C)C)cc3)CCOC(C(C)C)C2)cc1 (stereo not given)	-2.9
CCCCCCCNC(=O)C1(CC2CC(c3cccc(Br)c3)=NO2)CCN(C(=O)c2ccccc2)CC1 (stereo not given)	0.3
O=C(NC1CCC(O)CC1)c1cc(-c2ccco2)nc2ccccc12 (stereo not given)	2.8
COc1ccc(S(=O)(=O)N(CC(=O)N/N=C/c2cccs2)c2ccc(C)cc2)cc1OC	0.2
CN(Cc1ccccc1)C(=O)OCc1cn(Cc2c(F)cccc2F)nn1	2.9
C[C@@H]1CN([C@@H](C)CO)C(=O)CCCn2nncc2CO[C@@H]1CN(C)C(=O)c1ccc(N2CCN(C)CC2)cc1	-0.4
O=C(Nc1ccc(Cl)cc1)NC1(C(=O)NCCCN2CCOCC2)CCCCC1	-1.3
CC(=O)c1c(O)c(C)c(-c2ccccc2)n(-c2ccccc2)c1=O	-1.2
Cc1ccc(C)c(NC(=S)NNC(=O)c2sccc2C)c1	-1.1
SMILES	TbREL1 inh
CCN(CC(=O)Nc1ccc2c(c1)OCCO2)C(=O)c1ccc([N+](=O)[O-])s1	-3.0
O=C(COC(=O)c1ccccc1Nc1ccccc1)NCc1ccccc1Cl	1.7
Cc1ccc(N(CC(N)=O)C2SC(=O)N(Cc3cccc(C(=O)O)c3)C2=O)cc1 (stereo not given)	-0.8
Cn1c(=O)c2c(ncn2CC(=O)OCC(=O)Nc2sccc2C(N)=O)n(C)c1=O	-0.2
CC1=C(C(=O)N(C)C)C(c2ccc(C)s2)NC(=S)N1 (stereo not given)	0.0
O=C(COC(=O)CNC(=O)C1CCCCC1)Nc1ccc(Cl)cn1	5.4
Cc1cc(NC(=O)c2cccc(Br)c2)n[nH]1	0.7
C/C(=N\NC(=O)c1c[nH]c2ccccc12)c1ccccn1	3.8
CC[C@H](C)[C@@H]1NC(=O)[C@@H](CC(C)C)NC(=O)[C@H](C(C)C)NC(=O)[C@H]2CSSC[C@H](NC1=O)C(=O)N2	3.2
CCN(CC(=O)Nc1c(C(=O)OC)[nH]c2ccc(C)cc12)c1ccc2c(c1)OCO2	3.2
Cc1nn(CC(O)Cn2cnc3c2c(=O)n(C)c(=O)n3C)c(C)c1Br (stereo not given)	1.7
CCCCNC(=O)NS(=O)(=O)c1cnccc1Sc1ccc(Cl)cc1	-0.6
O=C(NCCC(c1ccccc1)c1ccccc1)c1cnc2sccn2c1=O	1.4
CN(C)C(=O)c1cn(-c2ccccc2)c(=O)c2ccccc12	-2.5
Cc1csc(NC(=O)c2ccc(S(=O)(=O)N(C)c3ccccc3)cc2)n1	-1.1
C[C@H](CO)N1C[C@H](C)[C@@H](CN(C)Cc2ccc(Oc3ccccc3)cc2)Oc2c(NC(=O)C3CC3)cccc2C1=O	-1.4
CS(=O)(=O)N1c2ccccc2[C@@]2(Br)C[C@H]3C(=O)N[C@@H](Cc4ccccc4)C(=O)N3[C@@H]12	-1.9
COc1ccc(C(=O)CN(CCC(=O)O)S(=O)(=O)c2ccc([N+](=O)[O-])cc2)cc1	-1.2
CSc1nnc(-c2cccn(Cc3ccccc3)c2=O)o1	2.5
O=C(OCC(=O)N1CCCC1=O)c1cccc(S(=O)(=O)N2CCOCC2)c1	0.9
CS(=O)(=O)N(CC(=O)N1CCN(c2cccc(Cl)c2)CC1)C1CCCCC1	-2.3
COc1ccc(N(CC(=O)Nc2ccccc2C(=O)NCCc2ccccc2)S(C)(=O)=O)cc1OC	0.4

Three compounds already listed, sorted by their value in TbREL1 inh, ascending:
SMILES	TbREL1 inh
O=C(Nc1ccc(Cl)cc1)NC1(C(=O)NCCCN2CCOCC2)CCCCC1	-1.3
CCN(c1ccccc1)S(=O)(=O)c1ccc(C(=O)NCc2ccccn2)cc1	-0.9
CCN(CC(=O)Nc1c(C(=O)OC)[nH]c2ccc(C)cc12)c1ccc2c(c1)OCO2	3.2

An excerpt, so the mix of outcomes need not match the whole.
